DT40 TDP1 no CPT = qHTS for Inhibitors of human tyrosyl-DNA phosphodiesterase 1 (TDP1): qHTS in cells in absence of CPT. DT40 Tdp1-/- hTDP1 cells, no CPT, ATP luminescence, 48 h. Potency, µM (doses to about 46.2 µM), for inactives: at the top dose activity change, negative = growth inhibition, actives largely listed as inhibitors. 15% of 420,000 active. AID 686978, 2013; further: nearly all actives have a fitted effect of over 55% in size
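Stably hTDP1-transfected Tdp1-null chicken DT40 cells were treated with library compounds minus camptothecin and grown for at least 48 hr at 37 °C, after which cellular ATP was quantified by luminescence.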
TDP1 cell CPT = DT40-hTDP1 cell growth loss with CPT | chicken DT40 Tdp1-/-;hTDP1 cells + 20 nM CPT, ATP luminescence, 48 h | Potency, µM (doses to about 46.2 µM), for the others: at the highest dose activity change, negative = growth inhibition, actives largely listed as inhibitors | 12% of 420,000 active | AID 686979; further: nearly all actives have a fitted effect of over 55% in size
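Chicken DT40 Tdp1-/- cells complemented with human TDP1, 400 cells/well, exposed to compounds plus 20 nM camptothecin for at least 48 h at 37 C; viability read as ATP content by CellTiter-Glo luminescence.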
KAT2A inh = blocks human GCN5L2 histone acetyltransferase | GCN5L2 HAT assay, ThioGlo1 CoA-SH fluorescence | Potency, µM (top dose mostly 58.9 µM), for the others: top-dose activity change, negative = inhibition, usual class: inhibitors | 0.21% of 390,000 active | AID 504327
Target sequence (Q92830 whole entry, looked up): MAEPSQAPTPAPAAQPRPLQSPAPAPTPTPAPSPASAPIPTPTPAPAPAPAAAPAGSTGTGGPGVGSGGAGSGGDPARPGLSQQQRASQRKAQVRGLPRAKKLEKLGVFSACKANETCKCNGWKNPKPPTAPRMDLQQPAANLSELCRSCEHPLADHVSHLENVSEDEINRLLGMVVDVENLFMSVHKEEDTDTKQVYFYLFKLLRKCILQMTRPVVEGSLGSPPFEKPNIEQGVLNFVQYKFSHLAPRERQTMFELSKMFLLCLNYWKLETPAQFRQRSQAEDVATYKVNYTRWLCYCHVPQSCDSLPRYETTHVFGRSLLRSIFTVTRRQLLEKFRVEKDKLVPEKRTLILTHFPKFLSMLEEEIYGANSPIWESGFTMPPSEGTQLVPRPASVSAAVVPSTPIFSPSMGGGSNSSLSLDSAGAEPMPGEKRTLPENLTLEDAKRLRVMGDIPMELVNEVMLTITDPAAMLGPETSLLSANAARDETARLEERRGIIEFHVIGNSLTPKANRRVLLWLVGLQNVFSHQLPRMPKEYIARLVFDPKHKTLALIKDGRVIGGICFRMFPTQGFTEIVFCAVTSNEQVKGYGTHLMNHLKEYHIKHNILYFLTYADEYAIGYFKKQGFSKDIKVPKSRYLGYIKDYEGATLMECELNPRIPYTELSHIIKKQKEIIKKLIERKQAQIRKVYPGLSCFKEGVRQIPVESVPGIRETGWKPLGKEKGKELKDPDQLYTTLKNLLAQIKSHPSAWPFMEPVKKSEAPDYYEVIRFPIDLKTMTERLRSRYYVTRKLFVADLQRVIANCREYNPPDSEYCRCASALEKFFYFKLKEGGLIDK
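Compounds, pin-transferred from DMSO stocks, meet 20nM GCN5L2 for 15 min before the reaction begins with H3(1-25) peptide (75uM) and acetyl-CoA (70uM). Thiol-reactive ThioGlo1 reports CoA release over 20 min at room temperature.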
Numbers without * were called inactive; ? = inconclusive; · = not tested or not shown; & = joins results of further samples; [ ] = remark or other dose. The call rests on the fitted dose curve; in most records, active means well fitted curve in the direction sought with a large enough effect; inconclusive means small, poorly fitted or top-dose-only effect, or another doubt; inactive means no such curve, though single readings can be large; an effect the other way counts as inactive or inconclusive. On the % scale 0 is the no-effect control and ±100 the full control effect; potency means the concentration at half of the fitted maximal effect.

Values run as follows: DT40 TDP1 no CPT | TDP1 cell CPT | KAT2A inh
CCNC(=S)Nc1ccc(Cl)c(C(F)(F)F)c1
  23µM* | -95% | 2%
CCCCN(CCCC)C(=O)c1cc2ccccc2c(=O)o1
  16µM* | ? | -3%
COC(=O)CNC(=O)c1ccccc1C
  -11% | -3% | 0%
O=C(Cn1ncc2c(=O)oc3ccccc3c21)NCc1ccc(Cl)cc1
  -6% | -1% | 5%
COCc1c(N)c(C)nc(Cl)c1C#N
  5% | 5% | -4%
COc1ccccc1CN(Cc1ccco1)c1cnc(S(C)(=O)=O)nc1C(=O)Nc1ccccc1Cl
  ? | ? | -10%
CNc1cncc(-c2ccc(C)cc2)n1
  -10% | -20% | ·
CCOCCN1CCN(c2c3c(nc4cc(-c5ccc(F)cc5)nn24)CCC3)CC1
  16µM* | ? | -2%
CC(C)CNC(=S)Nc1ccc(Oc2ccccc2)cc1
  ? | ? | 2%
O=C(/C=C/c1ccc(O)c(O)c1)OC(Cc1ccc(O)c(O)c1)C(=O)O (centres undefined)
  3%&-12%&-7% | -5%&0%&-18% | ?
CC(C)c1ccc(O)c(NC(=O)c2ncn[nH]2)c1
  -24% | -26% | -3%
CN(C(=O)COC(=O)c1cc([N+](=O)[O-])ccc1N1CCCC1)C1CCS(=O)(=O)C1 (centres undefined)
  -8% | 14% | -9%
Cc1ccc(C2C=C(c3ccc4c(c3)OCO4)Nc3ncnn32)cc1 (centres undefined)
  ? | -29% | -14%
O=C(COc1ccc(Br)cc1F)NC1CCN(Cc2ccccc2)CC1
  ? | ? | 3%
O=C(NCc1ccccc1)c1cc(C2CCCN(S(=O)(=O)c3cccc4cccnc34)C2)on1 (centres undefined)
  ? | ? | ·

One compound at a time (already shown). Screens in order: DT40 TDP1 no CPT | TDP1 cell CPT | KAT2A inh
COC(=O)CNC(=O)c1ccccc1C is listed with -11% | -3% | 0%
CC(C)CNC(=S)Nc1ccc(Oc2ccccc2)cc1 is listed with ? | ? | 2%
COCc1c(N)c(C)nc(Cl)c1C#N is listed with 5% | 5% | -4%
CCNC(=S)Nc1ccc(Cl)c(C(F)(F)F)c1 is listed with 23µM* | -95% | 2%
CCCCN(CCCC)C(=O)c1cc2ccccc2c(=O)o1 is listed with 16µM* | ? | -3%

Three structures out of the list, arranged by SMILES length, highest first:
Values run as follows: DT40 TDP1 no CPT | TDP1 cell CPT | KAT2A inh
O=C(NCc1ccccc1)c1cc(C2CCCN(S(=O)(=O)c3cccc4cccnc34)C2)on1 (centres undefined)
  ? | ? | ·
CCOCCN1CCN(c2c3c(nc4cc(-c5ccc(F)cc5)nn24)CCC3)CC1
  16µM* | ? | -2%
Cc1ccc(C2C=C(c3ccc4c(c3)OCO4)Nc3ncnn32)cc1 (centres undefined)
  ? | -29% | -14%

Next entries
Values run as follows: DT40 TDP1 no CPT | TDP1 cell CPT | KAT2A inh
O=C1NC2(CCCCC2)Cc2ccccc21
  -27% | -14% | 0%
CC(CC(=O)Nc1nc2ccccc2[nH]1)n1ccnc1 (centres undefined)
  9% | 18% | -3%
CCN(CC)C(=O)C1=C(C)N(Cc2ccccc2)C(=O)C(CC(=O)NCCCN(C)C)C1 (centres undefined)
  -12% | -3% | ·
Cc1ccc(Cn2c(C)c(C(=O)NCc3cccc(C(F)(F)F)c3)sc2=O)cc1
  1% | -1% | ·
COc1cccc(C(=O)Nc2ccc(NC(=O)c3cc4ccccc4o3)c(OC)c2)c1
  -17% | -24% | -19%
Cc1ccc(S(=O)(=O)NCCC(=O)N2CCN(S(=O)(=O)c3ccccc3)CC2)cc1C
  -30% | ? | -16%
COc1ccc(C(=O)NCCC2=CCCCC2)cc1S(=O)(=O)N1CCOCC1
  -2% | 0% | 0%
C[C@@H](c1ccccc1)N1Cc2ccccc2Oc2cc(Br)ccc2S1(=O)=O
  -25% | ? | -10%
COc1cc(Cl)ccc1OCc1cc(C(=O)NC(C)Cc2cccnc2)no1 (centres undefined)
  ? | ? | -13%
COc1ccccc1C=NNC(=O)c1ccncc1
  -14% | -5% | ·
O=C(Nc1ccc2c(c1)OCO2)C(c1ccc(Cl)cc1)N1CCC2(CC1)OCCO2 (centres undefined)
  -9% | -8% | 6%
C/C(CC(=O)NCc1ccc(Cl)cc1)=N\NC(=O)Cc1ccccc1
  -5% | ? | -2%
Cn1nc(C(F)(F)F)c(/C=N/OC(=O)c2ccccc2)c1SCc1ccccc1Cl
  -27% | ? | -7%
CCn1c2c(c(C)cc1=O)C(=O)CC(C)(C)C2
  -23% | -30% | 0%
Cc1ccc(C(c2c(C)[nH][nH]c2=O)c2c(C)[nH][nH]c2=O)cc1
  -24% | 3% | 5%
CCc1ccccc1OCC(=O)NCC1COc2ccccc2O1 (centres undefined)
  ? | ? | -5%
COc1cc(CNn2cnnc2)ccc1OCC(=O)NC1CCCCC1
  0% | 2% | -6%
Cn1c(SCC(=O)N(Cc2ccccc2)C(C)(C)C)nc2ccccc21
  ? | ? | -3%
CC1=CC(C)(C)NC(=O)N1c1ccc(C)cc1
  ? | 10% | 0%
O=C(Nc1ccc(C(=O)O)cc1)/C(=C/c1cccc(Br)c1)NC(=O)c1ccco1
  0% | 7% | -3%
CC1(Cc2ccc(F)cc2)C(=O)Nc2c(Cl)ccc(Cl)c21 (centres undefined)
  ? | ? | ·
COc1ccc(N2CCN(C(=O)CSc3ccccc3N)CC2)cc1
  ? | -48% | -12%
COc1ccc(C2CC(=O)c3cc(OC)ccc3O2)cc1 (centres undefined)
  ? | -27% | ·
O=C(Nc1ccc(F)cc1)Nc1nnc([C@@H]2C[C@H](O)[C@@H](CO)O2)s1
  -6% | -10% | ·
COC(=O)c1ccccc1NC(=O)CCS(=O)(=O)c1ccc(Br)s1
  -15% | -12% | 2%
CCOC(=O)c1sc(NC(=O)C2CC(=O)N(c3ccc4c(c3)OCCO4)C2)nc1C (centres undefined)
  ? | -29% | ?
COc1ccc(CN(C)C(=O)Cc2ccc(S(=O)(=O)N3CCOCC3)s2)cc1OC
  ? | -3% | -12%
COc1ccc(C(=O)N2CCC3(CCCN(c4ccccc4)C3)CC2)cc1
  ? | ? | -1%
COc1ccc(-c2cc(C(=O)Nc3ccc(O)cc3)c3ccccc3n2)cc1OC
  1.5µM* | 10µM* | -3%
O=C(Cn1cccn1)N1CCOc2c(cc(-c3ncc(C(F)(F)F)cc3Cl)cc2OCC2CCCO2)C1 (centres undefined)
  -17% | -15% | ·
CCCN1Cc2cccc(C(=O)NCCCOC(C)C)c2C1=O
  -1% | -11% | -5%
Oc1ccc2ccccc2c1C=NNc1ccccn1
  4.6µM* | 3.3µM* | ·
O=C1CC(c2ccc3c(c2)OCO3)CN1 (centres undefined)
  -29% | -2% | -3%
COC(=O)c1ccc2c(=O)n(CCN3CCOCC3)c(=S)[nH]c2c1
  2% | -21% | -9%
COc1ccc(-c2ccc(SCC(=O)N3CCCC3)nn2)cc1OC
  -12% | 11% | -2%
COc1ccc(Br)cc1S(=O)(=O)Nc1ncn[nH]1
  10% | ? | -3%
COC(=O)/C=C1/S/C(=N/NC(=O)c2ccccc2)NC1=O
  9% | 5% | -15%
COc1ccc(C)cc1NC(=O)/C=C/c1ccc(OC)c(S(=O)(=O)N2CCOCC2)c1
  -1% | -25% | -12%
CC(C)(C)c1ccc(C(=O)NCC(c2ccc(Cl)cc2)N2CCOCC2)cc1 (centres undefined)
  ? | 23µM* | -24%
COc1ccc(CCNc2ncnc3c2cnn3-c2ccc(C)c(Cl)c2)cc1
  ? | 21µM* | 4%
CC(Oc1ccccc1C(N)=O)C(=O)Nc1ccc(S(=O)(=O)N2CCCC2)cc1 (centres undefined)
  -28% | ? | 1%
OC[C@@H]1CN(C2CCCC2)C[C@H](n2cnc3c(N4CCCC4)ncnc32)O1
  -2% | -6% | ·
CC(C)(C)OC(=O)NCCCCCc1nnc(SCc2ccccc2F)o1
  ? | ? | -5%
CCc1cc2c(=O)[nH]c(Cc3ccc(OC)cc3)nc2s1
  ? | ? | 1%
Cc1ccc(S(=O)(=O)N2CCC[C@H]2C(=O)OCc2cc(=O)oc3cc(C)ccc23)cc1
  ? | ? | -5%
CC[C@]12C(=O)N(C)C[C@H]([C@@H]3C(=O)N(C)C(=O)[C@@H]31)N2C(=O)c1ccc(C)cc1
  -9% | 8% | ·
COc1cc(/C=N/NC(=O)c2ccc(O)cc2)ccc1OCC(=O)N1CC(C)OC(C)C1 (centres undefined)
  -10% | -15% | -3%
CCc1ccc(NC(=O)Cn2cnc3sc(C)c(S(=O)(=O)N4CCOCC4)c3c2=O)cc1
  ? | ? | -2%
COc1cccc(-n2c(SCC(=O)Nc3cccc(C)c3)nc3c([nH]c4ccccc43)c2=O)c1
  ? | ? | -15%
COC(=O)c1cc(C)sc1NC(=O)CN1CCN(C(=O)C2CCCO2)CC1 (centres undefined)
  -15% | 6% | -25%
Cc1ccc2cc(C)c3nnc(SCC(=O)N4CCN(C(=O)c5ccco5)CC4)n3c2c1
  ? | -27% | -2%
CN(c1ccccc1)S(=O)(=O)c1cccc(C(=O)OCC(=O)NCCCN2CCCC2=O)c1
  -2% | -2% | -3%
CC(=O)Nc1ccc(Nc2nc(-c3c(C)nc4ccccn34)cs2)cc1
  0.82µM* | 1µM* | ·
CN1CCN(C(=O)C2=C[C@H](c3csc4ccccc34)C[C@H](OCc3ccc(CO)cc3)O2)CC1
  ? | ? | 3%
CCC(C)NC(=O)c1ccc(COc2ccccc2Cl)cc1 (centres undefined)
  ? | ? | 0%
Cc1ccc(-n2nnc3c(sc4nc(C)c(C)cc43)c2=O)cc1Cl
  -2% | -10% | -1%
COc1ccc2[nH]cc(CCNc3ncnc4ccc(-c5ccccc5C#N)cc34)c2c1
  18µM* | ? | -11%
O=C(CC1=NC2(CCCC2)Cc2ccccc21)N1CCOCC1
  -25% | -25% | 0%
CCCCNC(=O)COn1nnc2ccc(S(=O)(=O)N3CCOCC3)cc21
  -19% | 2% | -2%
CCCCNC(=O)Nc1nnc(-c2ccc(Cl)cc2)o1
  -17% | -7% | -10%

(further entries)
compound	DT40 TDP1 no CPT	TDP1 cell CPT	KAT2A inh
COC(=O)CC(NS(=O)(=O)c1cccs1)c1ccc2c(c1)OCO2 (centres undefined)	18%	-5%	-3%
CCOc1ccc(OCC)c(NC(=O)CCn2c(=O)oc3ccccc32)c1	-26%	-17%	-3%
CSc1ccc(CN2C(=O)C(C)ON=C2c2ccccc2F)cc1 (centres undefined)	?	?	·
CCc1ccc(NC(=O)NCCN2CCCCC2)cc1	15%	3%	-1%
COc1cccc(Cn2c(=O)cnc3cncnc32)c1	0.73µM*	1.5µM*	-10%
COc1ccc(NC(=O)CN(C)C(=O)c2csc3c2CCCC3)cc1	?	-20%	2%
Cc1cc2cc(CNC(=S)NCc3ccccc3)ccc2n1C	-28%	0%	-1%
COc1ccc(C(=O)[C@H]2[C@H]3C(=O)N(c4ccccc4)C(=O)[C@H]3C3C=CC=NN32)cc1 (some centres undefined)	-30%	?	-3%
O=c1c2ccccc2nc(/C=C/c2cccc([N+](=O)[O-])c2)n1CCO	?	-9%	-1%
Cc1cccc(-n2c(SCC(=O)Nc3ncc(Cl)cc3Cl)nc3ccccc32)c1	?	?	-7%
C[C@@H](C(=O)N1CCNCC1)n1cc(CCC(=O)O)nn1	-9%	-9%	-3%
O=C(Nc1cccc(C(=O)OCc2cc(=O)n3c4c(sc3n2)CCCC4)c1)c1cccc(Cl)c1	?	-20%	2%
Oc1ccc(Oc2ccc(Oc3ccc(O)cc3)cc2)cc1	4.1µM*	5.8µM*	-11%
CCc1ccc(C2c3c(-c4cc(C)ccc4O)n[nH]c3C(=O)N2Cc2cccnc2)cc1 (centres undefined)	?	?	-11%
COc1ccc(CCNC(=O)/C=C/C(=O)O)cc1OC	-15%	8%	-3%
CCOC(=O)N1CCN(C(=O)C2CCCN(S(=O)(=O)c3ccc(OCC)cc3)C2)CC1 (centres undefined)	16µM*	?	-30%
COc1ccc(/C=C(/NC(=O)c2ccccc2)C(=O)N/N=C/c2sccc2C)cc1	-26%	-3%	-14%
C/C(=N/NC(=O)c1ccn(C)n1)c1ccncc1	15%	30%[activator]	-3%
O=C(CCN1C(=O)c2ccccc2C1=O)Nc1sc2c(c1C(=O)NCC1CCCO1)CCC2 (centres undefined)	?	-18%	-5%
COC(=O)c1ccc(OCC(=O)NC2CCCCCCC2)cc1	16µM*	?	0%
COc1ccc2[nH]cc(CCNc3ncnc4ccc(-c5ccccc5CN(C)C)cc34)c2c1	-24%	?	-3%

A portion of the library; the hit share may differ from the screen's.
